Screens as filed in PubChem BioAssay.
FXIa mix inh = FXIa protease inhibitors in compound pools, primary screen, biochemical, 10-compound mixtures; inhibition, % at 5 µM; purified FXIa, fluorogenic substrate, pooled mixtures; AID 680, 2007; Coagulation factor XI (Homo sapiens), P03951; hit rate 0.19% among 62,000; in the data active means inhibition above about 20%, passing the limit was not always enough;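 further: each value is inhibition by a whole ten-compound pool holding the compound; 0% = enzyme with no mixture and 100% = wells lacking enzyme; strong numbers were not always called active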
Target sequence (P03951 19-387 limits assumed): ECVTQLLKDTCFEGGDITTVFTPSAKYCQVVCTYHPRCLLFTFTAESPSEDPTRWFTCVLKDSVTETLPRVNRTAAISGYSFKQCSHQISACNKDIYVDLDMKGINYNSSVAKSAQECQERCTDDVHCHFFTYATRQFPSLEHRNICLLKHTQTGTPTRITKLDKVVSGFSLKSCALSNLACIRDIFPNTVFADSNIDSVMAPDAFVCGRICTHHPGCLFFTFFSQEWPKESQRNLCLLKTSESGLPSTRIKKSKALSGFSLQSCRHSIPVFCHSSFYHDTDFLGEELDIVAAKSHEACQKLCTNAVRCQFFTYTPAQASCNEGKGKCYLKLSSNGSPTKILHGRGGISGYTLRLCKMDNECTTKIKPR
Target sequence (P03951 388-625 limits assumed): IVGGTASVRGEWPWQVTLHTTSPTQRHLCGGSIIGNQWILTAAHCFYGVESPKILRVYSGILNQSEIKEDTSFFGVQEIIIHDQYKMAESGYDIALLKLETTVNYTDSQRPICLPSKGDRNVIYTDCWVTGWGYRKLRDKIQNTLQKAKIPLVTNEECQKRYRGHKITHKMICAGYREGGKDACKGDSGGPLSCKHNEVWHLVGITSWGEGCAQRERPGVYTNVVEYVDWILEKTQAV
CatG inh = human cathepsin G inhibitors, primary screen, biochemical, pooled compound mixtures, AMC fluorescence | hit rate 0.2% among 62,000 | purified enzyme, AMC-tetrapeptide fluorescence | P08311 | inhibition, % at 5 µM (by protocol);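 active means inhibition above 20% in each of the two mixture wells holding the compound; inactive means inhibition of 20% or less in either well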;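 further: 0% = enzyme control without mixture and 100% = blank lacking enzyme; strong numbers were not always called active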
C1s block = complement C1s protease inhibitors, primary screen, biochemical, 10-compound mixtures; AID 538, 2006; mean inhibition % of two 10-compound mixtures (hits give high values), % at 5 µM (by protocol); purified C1s, fluorogenic AMC substrate, pooled mixtures; hit rate 0.16% among 62,000; Complement C1s subcomponent (Homo sapiens), P09871;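 active means inhibition above 20% in each of the two 10-compound mixture wells holding the compound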;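 further: 0% = enzyme wells lacking compound mixture and 100% = no-enzyme blank wells; some compounds called inactive have numbers as strong as hits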
CatS block = inhibitors of human cathepsin S, biochemical, compound mixtures; P25774; recombinant cathepsin S, AMC dipeptide fluorescence, pooled mixtures; inhibition, %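 (tested at 5 µM per compound within 10-compound mixtures)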; hit rate 0.06% among 62,000; in the data active means inhibition above about 32%, passing the limit was not always enough;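 further: 0% = enzyme without compound and 100% = blank without enzyme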
CatB mixtures = cathepsin B inhibitors from pooled compounds, primary screen, biochemical, compound mixtures, AMC fluorescence; P07858; Purified cathepsin B, AMC dipeptide fluorescence; inhibition, %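 (ten-compound pools at 5 µM per compound and 50 µM total)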; hit rate 0.06% among 62,000; in the data active means inhibition above about 22%, passing the limit was not always enough;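 further: 0% = enzyme without compound and 100% = no enzyme blank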
Ec RNAP inh = E. coli RNAP inhibitors, biochemical; DNA-directed RNA polymerase subunit beta (Escherichia coli (strain K12)), P0A8V2; E. coli RNA polymerase, fluorescence transcription assay; inhibition, %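 (tested at 10 µM)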; hit rate 0.2% among 62,000; in the data active means inhibition above about 20%;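 further: 0% = enzyme without compound and 100% = no enzyme blank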
AP complement = alternative complement pathway inhibitors, primary screen, biochemical, ELISA, human serum, orthogonally pooled compounds | AID 1235, 2008 | hit rate 0.08% among 62,000 | LPS-coated ELISA, C3 deposition; tested in compound mixtures | inhibition, % at 5 µM;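 active means inhibition above 30% in each of the two pooled mixtures holding the compound, so the lower value exceeds 30%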;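 further: 0% = serum in Mg-EGTA without compound and 100% = EDTA serum blank; some compounds past the cut are filed as inactive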
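Test system: human serum complement alternative pathway, C3 deposition onto LPS / Medium: Mg2+-EGTA GVB++ buffer containing human serum at 1:15 dilution / Probe or stimulus: Plate-bound LPS / Times: 1 h at 37 °C / Signal: ELISA with HRP anti-human C3 antibody, TMB substrate, absorbance 450 nm / Measure: percent inhibition / Repeats: two pool placements per compound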
CatL inh = inhibitors of human cathepsin L, biochemical. hit rate 0.17% among 58,000. inhibition, %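 (tested at 10 µM)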. Procathepsin L (Homo sapiens), P07711. purified cathepsin L, fluorogenic substrate, fluorescence. AID 460, 2006; in the data active means inhibition above about 45%;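 further: 0% = enzyme with no compound and 100% = no enzyme blank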
Target sequence (P07711 114-288 limits assumed): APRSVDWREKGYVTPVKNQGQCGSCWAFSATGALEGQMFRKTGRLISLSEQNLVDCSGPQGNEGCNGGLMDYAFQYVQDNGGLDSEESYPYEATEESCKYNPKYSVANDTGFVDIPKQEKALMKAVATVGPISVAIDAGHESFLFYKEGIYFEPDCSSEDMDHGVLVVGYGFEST
Target sequence (P07711 292-333 limits assumed): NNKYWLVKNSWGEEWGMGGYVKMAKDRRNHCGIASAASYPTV
CatB block = human cathepsin B inhibitors, primary screen, biochemical, fluorogenic substrate | P07858 | purified cathepsin B, fluorescence | inhibition, %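 (tested at 10 µM)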 | hit rate 0.1% among 63,000 | AID 453, 2006; in the data active means inhibition above about 21%;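 further: 0% = enzyme with no compound and 100% = no enzyme blank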
The depositor's hits bear a star. An excerpt (hit frequency here may not be typical).

Screening CC(C)(C)NC(=O)Cn1c(=O)oc2ccc(Cl)cc21 returned FXIa mix inh -2, CatG inh -6, C1s block -3, CatS block 13, CatB mixtures 2, Ec RNAP inh 2, AP complement 1, CatL inh 2 and CatB block 0.
CCOC(=O)c1oc2ccc(CNCCO)c(Cl)c2c1C was read as FXIa mix inh 10, CatG inh 10, C1s block -1, CatS block -4, CatB mixtures 2, Ec RNAP inh 8, AP complement 16 and CatB block 1.
`Cc1ccccc1C(=O)N1CCCN(C(=O)c2ccccc2C)CC1` gave FXIa mix inh 2, CatG inh 9, C1s block 13, CatS block -4, CatB mixtures 6, Ec RNAP inh -1, AP complement 14, CatL inh -3 and CatB block 1.
`Cn1c(=O)c2c(nc(NCc3ccco3)n2C/C=C/c2ccccc2)n(C)c1=O` gave FXIa mix inh 5, CatG inh -2, C1s block -17, CatS block -2, CatB mixtures -1, Ec RNAP inh -2, AP complement 1, CatL inh 5 and CatB block 0.
`COc1ccc(N(CC(=O)Nc2nccs2)S(=O)(=O)c2c(C)nn(C)c2C)cc1` gave FXIa mix inh 7, CatG inh 8, C1s block 14, CatS block 3, CatB mixtures 2, Ec RNAP inh 5, AP complement 20 and CatB block 1.
Screening COc1ccc(C2=NOC(C(=O)NC3CCCCC3)C2)cc1OC (centres undefined) returned FXIa mix inh 5, CatG inh 1, C1s block -2, CatS block 8, CatB mixtures 4, Ec RNAP inh 5, AP complement 3, CatL inh 1 and CatB block -4.
For CCCOc1ccc(C2c3c(oc4ccccc4c3=O)C(=O)N2CCN(CC)CC)cc1OC (centres undefined) the results were FXIa mix inh 5, CatG inh 1, C1s block -4, CatS block -1, CatB mixtures 7, Ec RNAP inh 6, AP complement 16, CatL inh -5 and CatB block -2.
For CCN(CC)C(=O)C1CCCN(C/C(C)=C/c2ccccc2)C1 (centres undefined) the results were FXIa mix inh -5, CatG inh -7, C1s block -40, CatS block -5, CatB mixtures -3 and AP complement -14.
Screening O=C(Cn1c(=O)oc2cc(S(=O)(=O)N3CCCC3)ccc21)Nc1ccc(C(F)(F)F)cc1 returned FXIa mix inh -1, CatG inh -6, C1s block -40, CatS block -7, CatB mixtures 1, Ec RNAP inh -5, AP complement 10, CatL inh -3 and CatB block 2.
For COc1cc(NS(=O)(=O)c2cccc3nsnc23)c(C(=O)O)cc1OC the results were FXIa mix inh 4, CatG inh 7, C1s block 6, CatS block -12, CatB mixtures 1, Ec RNAP inh 6, AP complement 5, CatL inh 10 and CatB block 3.
Screening COC(=O)c1cccc(S(=O)(=O)N(Cc2ccco2)Cc2cc3ccc(OC)cc3[nH]c2=O)c1 returned FXIa mix inh 8, CatG inh 0, C1s block 2, CatS block 5, CatB mixtures 5, Ec RNAP inh 6, AP complement 3, CatL inh 14 and CatB block -5.
Screening Cc1cc(N2C(=O)CCC2=O)n(-c2ccccc2)n1 returned FXIa mix inh 6, CatG inh 12, C1s block 15, CatS block -5, CatB mixtures 2, Ec RNAP inh 9, AP complement 8, CatL inh 7 and CatB block 0.
Cn1c(=O)n(C)c2cc(S(=O)(=O)O)ccc21 was read as FXIa mix inh 12, CatG inh -2, C1s block -1, CatS block 9, CatB mixtures 2, Ec RNAP inh 12, AP complement 3, CatL inh 20 and CatB block -2.
Screening CC(C)C(C)(C#N)NC(=O)CSc1nnc(-c2ccncc2)n1Cc1ccccc1 (centres undefined) returned FXIa mix inh 0, CatG inh -12, C1s block -15, CatS block -1, CatB mixtures 0, Ec RNAP inh -10, AP complement -3, CatL inh -7 and CatB block 0.
Screening CCOc1ccccc1NC(=O)CN(c1ccc(C)cc1)S(=O)(=O)c1c(C)noc1C returned FXIa mix inh -17, CatG inh 1, C1s block -38, CatS block 7, CatB mixtures -9, Ec RNAP inh 8, AP complement -9, CatL inh 4 and CatB block 6.
`Fc1ccc(CN2CCCCCCC2)c(F)c1` gave FXIa mix inh 5, CatG inh -1, C1s block -29, CatS block -5, CatB mixtures 2 and AP complement 26.
`O=C(O)CCC(=O)c1c[nH]c2ccccc12` gave FXIa mix inh -17, CatG inh -19, C1s block -62, CatS block 7, CatB mixtures 3, Ec RNAP inh -2, AP complement -12 and CatL inh 0.
Screening CCOC(=O)C1CCN(c2ncnc3c2cnn3-c2ccccc2)CC1 returned FXIa mix inh 9, CatG inh 9, C1s block 10, CatS block 1, CatB mixtures 2, Ec RNAP inh 5, AP complement -5, CatL inh -8 and CatB block 0.
For CC1(C)NC(=O)N(CC(O)CN2CCOCC2)C1=O (centres undefined) the results were FXIa mix inh 2, CatG inh 13, C1s block 14, CatS block -1, CatB mixtures 3, Ec RNAP inh 11, AP complement 34, CatL inh -2 and CatB block 1.
`COc1cccc(C(=O)Nc2ccccc2N2CCOCC2)c1` gave FXIa mix inh 6, CatG inh 13, C1s block 13, CatS block 5, CatB mixtures 4, AP complement 3, CatL inh 2 and CatB block 6.
For CCN(C(=O)c1ccccc1Cl)c1ccccc1 the results were FXIa mix inh 7, CatG inh 11, C1s block 15, CatS block -9, CatB mixtures 4, Ec RNAP inh 6, AP complement 1, CatL inh 3 and CatB block -1.
For CCOC(=O)c1ccc(N2C(=O)CC(NC3CCN(C(=O)c4ccc(F)cc4)CC3)C2=O)cc1 (centres undefined) the results were FXIa mix inh 0, CatG inh -19, C1s block -39, CatS block -1, CatB mixtures 0, Ec RNAP inh -12, AP complement 7, CatL inh 4 and CatB block 1.
For COc1ccccc1-c1ccc(=O)n(CC(=O)Nc2ccc(C(=O)N3CCCC3)cc2)n1 the results were FXIa mix inh -2, CatG inh 11, C1s block -4, CatS block 4, CatB mixtures -2, Ec RNAP inh 6, AP complement -16, CatL inh 16 and CatB block 4.
For CCc1nnc(NC(=O)C2CCCN2S(=O)(=O)c2ccc(F)cc2)s1 (centres undefined) the results were FXIa mix inh 7, CatG inh 7, C1s block 25, CatS block 20, CatB mixtures 5, Ec RNAP inh 12, AP complement -4, CatL inh 4 and CatB block 5.
`COc1cc(S(=O)(=O)N2CCOCC2)ccc1NC(=O)COC(=O)C12CC3CC(CC(C3)C1)C2` gave FXIa mix inh 3, CatG inh 12, C1s block 10, CatS block -5, CatB mixtures 6, Ec RNAP inh 4, AP complement 7, CatL inh -3 and CatB block 1.
For OC(C#CCN1CCOCC1)c1cccs1 (centres undefined) the results were FXIa mix inh -2, CatG inh 4, C1s block -1, CatS block -4, CatB mixtures 2, Ec RNAP inh 1, AP complement 7, CatL inh 5 and CatB block -5.
O=C(Nc1ccccc1O)c1cc(S(=O)(=O)N2CCOCC2)ccc1Cl was read as FXIa mix inh 11, CatG inh 4, C1s block 0, CatS block -2, CatB mixtures -2, Ec RNAP inh 1, AP complement -9, CatL inh -7 and CatB block 1.
Cc1csc(NC(=O)CCn2c(=O)oc3ccccc32)n1 was read as FXIa mix inh 3, CatG inh 13, C1s block 16, CatS block 11, CatB mixtures 7, Ec RNAP inh 9, AP complement 3, CatL inh 17 and CatB block 1.
CCCC(=O)N1c2ccccc2NC2=C(C(=O)CCC2)C1c1ccc(F)cc1 (centres undefined) was read as FXIa mix inh -8, CatG inh 0, C1s block -35, CatS block 44, CatB mixtures 5, Ec RNAP inh 10, AP complement -6, CatL inh 4 and CatB block 3.
Screening CCCCOc1ccc(OCCCN2CCOCC2)cc1 returned FXIa mix inh 4, CatG inh 6, C1s block -6, CatS block -7, CatB mixtures -1, Ec RNAP inh 13, AP complement 1, CatL inh 2 and CatB block 1.
`COc1ccc(N2CCN(C(=O)CSc3ncnc4c3cnn4-c3ccccc3C)CC2)cc1` gave FXIa mix inh 7, CatG inh 5, C1s block -3, CatS block 0, CatB mixtures -6, Ec RNAP inh -5, AP complement 13, CatL inh -6 and CatB block 3.
For Cc1ccc(-c2cc(C(=O)Nc3cc(C)ccc3C)[nH]n2)c(O)c1 the results were FXIa mix inh 9, CatG inh 1, C1s block -1, CatS block 11, CatB mixtures 2, Ec RNAP inh 3, AP complement 2, CatL inh -2 and CatB block 3.
For COc1cc(CO)cc(Br)c1OCc1cccnc1 the results were FXIa mix inh 7, CatG inh 7, C1s block 41, CatS block 14, CatB mixtures 7, Ec RNAP inh 13, AP complement 5, CatL inh -1 and CatB block 4.
`CN(C)S(=O)(=O)N1CCCN(S(=O)(=O)N(C)C)CC1` gave FXIa mix inh 0, CatG inh -1, C1s block -35, CatS block -9, CatB mixtures -4, Ec RNAP inh 4, AP complement 6, CatL inh 1 and CatB block 5.
`CCOc1ccc2[nH]cc(C(=O)O)c(=O)c2c1` gave FXIa mix inh -7, CatG inh 3, C1s block -46, CatS block -9, CatB mixtures -3, Ec RNAP inh 5, AP complement -1, CatL inh 11 and CatB block 3.
Screening CSc1nnc(-c2cc3ccccc3cc2O)n1C returned FXIa mix inh 9, CatG inh -3, C1s block -10, CatS block -4, CatB mixtures -4, Ec RNAP inh -17, AP complement 9, CatL inh -15 and CatB block -5.
Screening CCN(CC)CCCN1C(=O)CSC1c1ccc2c(c1)OCO2 (centres undefined) returned FXIa mix inh 1, CatG inh -1, C1s block -7, CatS block -7, CatB mixtures 3, Ec RNAP inh 1, AP complement 13, CatL inh 1 and CatB block -5.
